Source: PubChem BioAssay (National Center for Advancing Translational Sciences (NCATS))
TCR activator: Activators of T cell receptors: qHTS campaign | Potency, µM (titrated, usually from 9.22 µM), inactives show top-dose activation of IL-2 secretion, usual class: activators | primary human leukocytes, anti-CD3, IL-2 HTRF, 48 h | 330,000 tested, under 10 active | AID 504894, 2011; note: % of control where 0% means no effect
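Using a-CD3 beads without co-stimulation, primary human leukocytes were exposed to compounds for 48 hr. An HTRF IL-2 kit measured the cytokine, with europium-to-d2 energy transfer producing emission at 665nm upon 320nm excitation.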
AT treatment: qHTS Assay for Identifying a Potential Treatment of Ataxia-Telangiectasia; […] A-T fibroblasts, KAP-1 phosphorylation AlphaLISA; neocarzinostatin DNA damage 30 min before lysis; Potency, µM (series often up to 57.5 µM), inactives show top-dose activation, actives largely listed as activators; actives 0.19% (n = 320,000); note: potency is the fitted concentration of half-maximal effect; % of control where 0% means no effect; nearly all actives have a fitted effect of over 45% in size
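ATM-like activity read as KAP-1 phosphorylation via AlphaLISA donor/acceptor antibody pairs after lysis and 6 hr at 25C. Cells were ATM-null patient fibroblasts ([…], hTERT), dosed 60 min, then exposed to the DSB inducer NCS for 30 min.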
TSG101-PTAP inh: qHTS Assay for Iinhibitors of HIV-1 Budding by Blocking the Interaction of PTAP/TSG101; Tumor susceptibility gene 101 protein (Homo sapiens), Q99816; Potency, µM (doses to about 115 µM), for inactives: at the top dose activity change, negative = inhibition, hits mostly inhibitors; AID 493005, 2010; 340,000 tested, under 10 active; Fluorescence polarization, FITC-PTAP peptide / Tsg101 binding; active = well fitted inhibition curve with a large enough effect in the main read-out, with a control signal flat, not every such curve was filed as active; inconclusive = small, poorly fitted or top-dose-only effect, or effect the other way, or a change in a side signal; inactive = no such curve, though single readings can be large or run the other way; note: potency is the fitted concentration of half-maximal effect; % of control where 0% means no effect
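FP read-out: FITC-PTAP peptide, 50 nM final, binding Tsg101 binding domain, 10 uM final; 20 min, r.t.; 10 mM HEPES pH 7.5, 0.15 M NaCl, 0.01% Tween 20, 3 mM EDTA, 0.1 mM TCEP.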
Eya2 inh: qHTS Assay for Inhibitors of the Phosphatase Activity of Eya2. Protein phosphatase EYA2 (Homo sapiens), O00167. recombinant Eya2, OMFP fluorescence dephosphorylation (OMFP is methylfluorescein phosphate). Potency, µM (highest dose often 76.9 µM), for the others: at the top dose activity, negative = inhibition, hits mostly inhibitors. actives 0.006% (n = 330,000). AID 488837, 2010; note: potency is the fitted concentration of half-maximal effect; % is set by controls: 0 for no effect and ±100 for the full control effect
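Eya2 (0.2 uM) preincubated 10 min at ambient with compound, then OMFP substrate added at 50 uM; 10 min reaction in 50 mM HEPES pH 7.5, 50 mM NaCl, 5 uM MgCl2, 0.05% BSA, 1 mM DTT. Fluorescence read at Ex 485/Em 525 nm.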
TSHR antag: Antagonists of the Thyroid Stimulating Hormone Receptor: HTS campaign | TSHR-expressing cells, TSH-stimulated cAMP HTRF, 2 h; hits give low values | actives 0.2% (n = 330,000) | Thyrotropin receptor (Homo sapiens), P16473 | activity change, negative = inhibition, % at 11.5 µM | AID 504810, 2011;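 active = activity change below a set negative limit, meaning inhibition stronger than a set level, cut at about -70% in these data; inconclusive = activity change between two set negative limits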; note: % is set by controls: 0 for no effect and ±100 for the full control effect
Target sequence (P16473 whole entry, looked up): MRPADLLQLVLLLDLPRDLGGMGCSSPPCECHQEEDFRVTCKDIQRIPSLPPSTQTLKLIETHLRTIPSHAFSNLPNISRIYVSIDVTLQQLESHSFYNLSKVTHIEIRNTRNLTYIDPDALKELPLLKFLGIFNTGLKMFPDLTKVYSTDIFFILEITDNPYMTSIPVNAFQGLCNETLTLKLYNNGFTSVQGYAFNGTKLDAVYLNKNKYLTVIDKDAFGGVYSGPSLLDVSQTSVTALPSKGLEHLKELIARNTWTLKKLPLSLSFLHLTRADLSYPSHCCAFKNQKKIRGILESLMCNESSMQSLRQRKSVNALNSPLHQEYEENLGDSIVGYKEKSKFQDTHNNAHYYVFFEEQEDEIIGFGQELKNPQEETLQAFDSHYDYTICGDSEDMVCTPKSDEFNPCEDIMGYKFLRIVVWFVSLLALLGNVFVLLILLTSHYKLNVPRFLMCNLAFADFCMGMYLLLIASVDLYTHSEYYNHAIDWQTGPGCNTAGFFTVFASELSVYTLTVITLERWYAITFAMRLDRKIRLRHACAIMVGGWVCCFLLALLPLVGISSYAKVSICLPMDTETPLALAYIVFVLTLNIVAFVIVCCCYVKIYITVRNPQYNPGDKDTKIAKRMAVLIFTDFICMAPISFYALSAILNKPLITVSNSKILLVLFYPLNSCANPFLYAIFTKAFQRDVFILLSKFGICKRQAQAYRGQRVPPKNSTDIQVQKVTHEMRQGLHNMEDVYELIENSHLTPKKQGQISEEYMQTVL
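Freshly harvested TSHR cells receive pin-tooled compound, then EC80 TSH at 4nM final. After 2 hours at 37 deg C, antibody in lysis buffer and cAMP-d2 are added; 30 minutes at ambient temperature precede the HTRF read.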
a7 integrin act: qHTS for Activators of Integrin-Mediated Alleviation for Muscular Dystrophy | actives 0.064% (n = 350,000) | alpha7betagal myoblasts, beta-gal FDG fluorescence, 48 h | Potency, µM (highest dose often 38.3 µM), without a hit: top-dose activation, usual class: activators;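 note: potency is the fitted concentration of half-maximal effect; 100% = response of the positive control SU9516; nearly all actives have a fitted effect of over 60% in size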
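alpha7betagal+/- myoblasts (passage 13, 250/well) treated 48 h at 37C with compounds at 1:260 dilution of DMSO stock. Lysed, then beta-galactosidase activity read as FDG fluorescence (ex 480/em 540) after 30 min, with pre-read for autofluorescence.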
S-ASM inh: Inhibitors of Secretory Acid Sphingomyelinase (S-ASM): qHTS. placental ASM, HMU-PC fluorogenic substrate, 60 min. Sphingomyelin phosphodiesterase (Homo sapiens), P17405. AID 504937, 2011. actives 0.006% (n = 340,000). Potency, µM (top dose mostly 57.5 µM), inactives show at the highest dose activity change, negative = inhibition, actives largely listed as inhibitors; note: potency is the fitted concentration of half-maximal effect
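Human placenta-derived ASM preincubated with compound 10 min at room temperature, then reacted with 9 uM (final) fluorogenic HMU-PC substrate for 60 min at 37 C. Stop solution raises pH to 10; fluorescence read at Ex 386/Em 447 nm.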
ELG1 DNA repair: qHTS screen for small molecules that inhibit ELG1-dependent DNA repair in human embryonic kidney (HEK293T) cells expressing luciferase-tagged ELG1 | HEK293T ELG1-luciferase reporter, luminescence, 16 h; DNA damage induced by 5-fluorouridine | Potency, µM (doses to about 46.1 µM), without a hit: top-dose activity change, negative = inhibition, usual class: inhibitors | actives 2.3% (n = 330,000) | AID 504467, 2011; note: potency is the fitted concentration of half-maximal effect; % is set by controls: 0 for no effect and ±100 for the full control effect; nearly all actives have a fitted effect of over 55% in size
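Cells (2,000 per well) received 5-fluorouridine plus test compound or DMSO and were incubated 16 hr at 37 °C, 5% CO2. Luciferase activity was read by luminescence 30 min after ONE-Glo addition; signal suppression marked inhibition of damage-induced ELG1 function.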
Mito fusion yeast: qHTS Assay for Small Molecule Inhibitors of Mitochondrial Division or Activators of Mitochondrial Fusion | AID 485298, 2010 | Potency, µM (doses to about 46.1 µM), for the others: at the top dose growth rescue (activation), hits mostly activators | actives 0.23% (n = 320,000) | S. cerevisiae fusion-defective mutant growth rescue, CellTiterGlo 48 h;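 note: potency is the fitted concentration of half-maximal effect; % of control where 0% means no effect; nearly all actives have a fitted effect of over 45% in size; temperature-sensitive fusion mutants such as fzo1-1 at 37 °C on non-fermentable ethanol glycerol medium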
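Yeast fusion mutant, YPEG (non-fermentable carbon), compound, 48 h at 37C non-permissive; CellTiterGlo added, 10 min RT, luminescence read. Rescued growth = division inhibition.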
Chronic BCR inh: qHTS Assay to Find Inhibitors of Chronic Active B-Cell Receptor Signaling; ABC-DLBCL IkBa-CBG/CBR reporter, luminescence ratio, 4 h; Potency, µM (highest dose often 46.1 µM), inactives show top-dose ratio change, negative = lower green/red ratio, hits mostly inhibitors; actives 0.05% (n = 340,000); AID 493014, 2011; active = well fitted inhibition curve with a large enough effect in the signal ratio, with a control signal flat, not every such curve was filed as active; inconclusive = small, poorly fitted or top-dose-only effect, or effect the other way, or a change in a side signal; the % refers to the signal ratio;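 note: potency is the fitted concentration of half-maximal effect; plate controls were basal doxycycline-induced cells for no effect and cells given 10 µM MG132 for full effect; MG132 reads +100%, hits lower the ratio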
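Concentration-response series (up to 46 uM) were applied to TMD8 dual-reporter cells for 4 h at 37C with doxycycline. Green/red ratio, after filter-overlap correction, defined %Activity; red signal alone was normalised to basal cells and zero luminescence.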
Tb PFK block: qHTS Assay to Find Inhibitors of T. brucei phosphofructokinase; T. brucei PFK, ADP-Glo luminescence; Potency, µM (top dose mostly 57.5 µM), for inactives: top-dose activity, negative = inhibition, actives largely listed as inhibitors; actives 0.17% (n = 330,000); AID 485367, 2010;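 note: potency is the fitted concentration of half-maximal effect; 0% = uninhibited 1x PFK enzyme wells and -100% = no-enzyme wells; nearly all actives have a fitted effect of over 60% in size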
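ADP-Glo luminescence quantified ADP after 45 min at room temperature, with 1.25 nM T. brucei PFK, 0.1 mM ATP and 0.5 mM fructose-6-phosphate in pH 8.0 TEA buffer. qHTS titrations up to 57 µM; curves classified by quality.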
The depositor's hits bear a star; ? = inconclusive; . = not tested or not shown; & = joins results of further samples; [ ] = dose if it differs, or a comment. Unless noted, calls come from the whole dose curve; as a rule, active = well fitted curve in the direction sought with a large enough effect; inconclusive = small, poorly fitted or top-dose-only effect, or another doubt; inactive = no such curve, though single readings can be large; an effect the other way counts as inactive or inconclusive.

SMILES	TCR activator	AT treatment	TSG101-PTAP inh	Eya2 inh	TSHR antag	a7 integrin act	S-ASM inh	ELG1 DNA repair	Mito fusion yeast	Chronic BCR inh	Tb PFK block
C#CCOCCOCCOCCNc1nc(N2CCN(C(=O)CCCCCCCCCCNC(=O)[C@H](CO)n3cc(CCCSC)nn3)CC2)nc(N2CCN(C(=O)CCCCCCCCCCNC(=O)[C@H](CCCCN)n3cc(C[C@@H](C)CC)nn3)CC2)n1	.	0%	.	?	-14	.	.	?	-4%	?	?
O=C(C[n+]1ccc(C(=O)N/N=C/c2ccc(Br)cc2)cc1)c1ccccc1	7%	-3%	0%	16%	-1	12%	0%	10%	-2%	-2%	1%
S=C(NCc1cccnc1)Nc1ccc(Cl)cc1	-3%	9%	-4%	-9%	5	-9%	1%	0%	-3%	7%	-5%
COc1ccc(Br)cc1/C=C/C(=O)NCC(=O)O	-6%	0%	-6%	-3%	9	-30%	0%	17%	10%	8%	2%
Cc1nc(C)c(C(=O)C2=C(O)C(=O)N(CCN(C)C)C2c2cccs2)s1 (configuration not stated)	0%	1%	-3%	7%	9	1%	-1%	-4%	12%	-2%	-1%
O=C(Cc1ccc(S(=O)(=O)N2CCOCC2)s1)Nc1ccc(N2CCOCC2)cc1	-3%	-7%	-3%	-4%	4	3%	0%	?	-6%	6%	2%
CC(C)(C)c1cc(C(=O)NNc2ccc(OC(F)(F)F)cc2)n(Cc2ccccc2)n1	3%	-1%	-1%	5%	-10	-21%	-3%	-4%	5%	5%	-1%
Cc1ccc(CCNC(=O)NC(C)(C)C)cc1	-17%	2%	1%	-28%	-12	4%	2%	?	1%	?	-1%
CC(=O)c1c(C)oc2ccc(NS(=O)(=O)c3ccc(F)cc3C)cc12	-2%	3%	-7%	-15%	-15	-24%	-8%	6.5µM*	3%	?	0%
CCOC(=O)C1=C(C)NC(SCC(=O)OC)=C(C#N)C1c1ccc(C(=O)OC)cc1 (configuration not stated)	6%&1%	10%	-4%&-4%	3%	42	26%&12%	3%&17%	-3%	3%	4%	4%
CCCCNc1ccc2oc(-c3ccc(OC)cc3)c(-c3ccc(OC)c(F)c3)c2c1	-2%	0%	-3%	12%	5	14%	133%	?	.	13%	9%
COc1ccccc1OCCNC(=O)c1ccc2c(c1)OCCO2	2%	-6%	3%	-9%	11	11%	5%	?	4%	?	0%
COC(=O)c1cc(NC(=O)Cn2c(=O)cnc3ccccc32)cc(C(=O)OC)c1	6%	11%	0%	11%	-9	17%	-1%	-2%	6%	2%	5%
COc1ccc(NC(=O)c2sc3nc(Cc4ccccc4)cc(C(F)(F)F)c3c2N)cc1OC	5%[46.1 µM]	8%	-3%	-4%	-16	16%	-25%	?	-1%	1%	-1%
CSc1nc(Oc2ccc3ccccc3c2)c2ccccc2n1	4%	21%	-1%	10%	-19	-34%	-19%	?	24%	0%	-4%
Cc1ccc(C)c(OCCCC(=O)N2CCOCC2)c1	-1%	-2%	-9%	-4%	5	-9%	5%	?	2%	?	5%
CCOc1ccccc1C(=O)NC(C(=O)NCCc1ccccn1)C(C)C (configuration not stated)	-2%[46.1 µM]	5%	-2%	3%	2	-16%	2%	-12%	.	2%	-1%
COc1cc(C2C(C#N)=C(N)Oc3c2oc(CO)cc3=O)cc(OC)c1OC (configuration not stated)	0%	-2%	-5%	13%	6	-16%	1%	2%	-1%	-8%	1%
Cc1cc(=O)[nH]c(SCc2nc3ccccc3s2)n1	0%	6%	0%	-2%	-3	-21%	0%	?	8%	-2%	6%
CC(C)n1nc(C(=O)NC2CCCCCC2)c2ccccc2c1=O	4%	-3%	-5%	3%	-2	?	-3%	1%	?	?	-5%
Cc1ccc2[nH]c(=O)c(CN(C(=O)c3cccs3)c3ccccc3)cc2c1	2%[46.1 µM]	.	-2%	2%	22	-8%	2%	?	10%	2%	1%
Cc1ccc(Cn2c(=N)c(C#N)cc3c(=O)n4cccc(C)c4nc32)cc1	.	-7%	.	-8%	7	.	.	-2%	2%	6%	3%
CCOc1ccc(C(C)NC(=O)CN2C(=O)NC3(CCCCC3)C2=O)cc1OCC (configuration not stated)	12%	9%	-2%	9%	-10	32%	-1%	0%	3%	?	-3%
CN(c1ccc(F)cc1)S(=O)(=O)c1ccc(Cl)c(C(=O)Nc2ccc3c(c2)CCC3)c1	0%[46.1 µM]	1%	1%	3%	-13	-24%	-2%	?	21%	-23%	-1%
O=C(Nc1ccccn1)c1cc(-c2cccnc2)nc2ccc(Br)cc12	-15%[46.1 µM]	-4%	0%	6%	-3	-2%	-1%	?	-1%	1%	-8%
CCC(CC)C(=O)N1CC(=O)Nc2ccc(Br)cc2C1c1ccccc1 (configuration not stated)	3%	4%	-3%	?	-7	-10%	-10%	-3%	5%	-13%	0%
CCN(CC)C(=O)[C@]1(c2ccccc2)C[C@@H]1CN	.	.	.	-3%	5	.	.	.	-1%	-2%	-3%
O=C(Nc1ccc(Nc2ccccc2)cc1)Nc1ccccc1Cl	2%	-10%	-3%	-6%	-9	27%	-21%	?	24%	?	0%
CCCCNC(=S)NNC(=O)c1cc(-c2cccnc2)nc2ccccc12	5%	-6%	-4%	10%	-8	-3%	12%	-2%	-3%	4%	-2%
CN1CCc2c(sc3c2C(=O)NC(c2cn(Cc4ccccc4)c4ccccc24)N3)C1 (configuration not stated)	3%	25%	2%	-3%	1	0%	351%[activator]	?	-5%	-10%	3%
CCOC(=O)c1nnc(-c2ccccc2)nc1Sc1ccccc1Cl	2%	.	-2%	-1%	-26	2%	-20%	0%	-2%	?	1%
Cc1ccc(N2CCN(C(=S)Nc3ccccc3C)CC2)cc1	4%	-9%	0%	-5%	-1	3%	-2%	?	-6%	6%	5%
CCCN(C(=O)CSc1nnnn1C)C1CCS(=O)(=O)C1 (configuration not stated)	-8%	-1%	0%	8%	-1	-7%	-2%	0%	3%	8%	2%

4 entries from above, set out differently:
| compound | TCR activator | AT treatment | TSG101-PTAP inh | Eya2 inh | TSHR antag | a7 integrin act | S-ASM inh | ELG1 DNA repair | Mito fusion yeast | Chronic BCR inh | Tb PFK block |
| --- | --- | --- | --- | --- | --- | --- | --- | --- | --- | --- | --- |
| O=C(Cc1ccc(S(=O)(=O)N2CCOCC2)s1)Nc1ccc(N2CCOCC2)cc1 | -3% | -7% | -3% | -4% | 4 | 3% | 0% | ? | -6% | 6% | 2% |
| CCOc1ccc(C(C)NC(=O)CN2C(=O)NC3(CCCCC3)C2=O)cc1OCC (configuration not stated) | 12% | 9% | -2% | 9% | -10 | 32% | -1% | 0% | 3% | ? | -3% |
| CN(c1ccc(F)cc1)S(=O)(=O)c1ccc(Cl)c(C(=O)Nc2ccc3c(c2)CCC3)c1 | 0%[46.1 µM] | 1% | 1% | 3% | -13 | -24% | -2% | ? | 21% | -23% | -1% |
| Cc1ccc(CCNC(=O)NC(C)(C)C)cc1 | -17% | 2% | 1% | -28% | -12 | 4% | 2% | ? | 1% | ? | -1% |
